Cneo AK release – Cryptococcus neoformans lysis via adenylate kinase release. C. neoformans lysis, adenylate kinase release luminescence, 4 h; normalised: neutral wells 0, clomiphene wells 100. lysis activity, % at 15 µM. 0.2% of 360,000 active;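 active = mean lysis activity across replicates of at least 80%, whatever share of replicates individually reach that level; inactive = mean lysis activity below 80%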
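Material: C. neoformans cells | Amount: Yeast cell density of 5 × 10^6 cells/mL | Medium: Fresh YPD growth medium | Dosing: Single dose | Times: Static 4 h at 37 °C with compound, 1 h detection | Detection: AK luminescence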
FN deposit inh – fibronectin deposition inhibition | AH1F fibroblasts, Alexa488-fibronectin deposition fluorescence, overnight | inhibition, % at 12.6 µM | 0.086% of 350,000 active | AID 743247;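 active = mean inhibition across replicates of 30% or more, regardless of how many single replicates reach that level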;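 note: positive control wells lacked labelled fibronectin entirely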
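Test system: AH1F fibroblast monolayer depositing Alexa488-labelled fibronectin into matrix. Input: 10000 cells per well. Technique: fluorescence, ex 485 nm, em 525 nm. Buffer or medium: DMEM plus 2% serum, read in PBS. Timing: 1 h cell adhesion before compound, then overnight fibronectin incubation. Compound: single dose, pinned. Read-out basis: inhibition from reduced deposited-fibronectin fluorescence.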
Statin myotox sup – suppressors of simvastatin-induced myotoxicity in C2C12 myotubes; ATP luminescence, 48 h; scaled: DMSO 0, geranylgeraniol control 100; AID 602340; 0.78% of 330,000 active; rescue of ATP level, % at 7.49 µM;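 active = mean ATP rescue above about 67%, or every replicate alone reaching that limit, limit read from the data, passing the limit was not always enough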;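 note: myotubes were challenged with 10 µM simvastatin during compound exposure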
F508del corr – CFTR F508del correction in bronchial cells. CFBE cells, YFP halide quenching; stimulated with forskolin plus potentiator P3; % fluorescence drop versus neutral controls. activity (quench increase), % at 7.58 µM. 0.36% of 350,000 active;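 active = mean added fluorescence quench of at least 8% versus neutral control, with both replicates also reaching 8%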;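 note: cells transiently co-express mutant CFTR-F508del with the halide-sensitive YFP; corrector assay measuring rescue of mutant channel to the surface after 24 h compound exposure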
PglD DTNB – inhibitors of Campylobacter jejuni PglD acetyltransferase; inhibition, % at 12.5 µM; purified PglD enzyme, DTNB colorimetric CoA detection; 0.098% of 360,000 active; in the data active = inhibition above about 16%, passing the limit was not always enough; note: strong numbers were not always called active
GSIS activator – primary screen for activators of insulin secretion dependent on glucose, INS-1E cells, GLuc reporter luminescence; INS-1E GLuc reporter insulin secretion, 2-3 h; AID 743287; 0.61% of 370,000 active; activation, % at 16.6 µM;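 active = lowest replicate activation of at least 40%, so every replicate reaches that level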;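 note: 0% = median of neutral control wells and 100% = median of IBMX positive control wells; some compounds called inactive have numbers as strong as hits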
PGC1a acetyl inh – PGC1a acetylation modulation, inhibitor mode. U2OS PGC1a acetylation, AlphaScreen anti-acetyl-lysine; with virally co-expressed GCN5 acetyltransferase. inhibition, % at 15.6 µM. 0.17% of 350,000 active. AID 651687;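 active = every replicate shows inhibition of at least 40%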;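 note: 0% = neutral control wells and 100% = positive control wells; some results beyond the cut were filed as inactive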
miR-122 sensor – inhibitors of miR-122 in Huh7 cells | Huh7 miR-122 Renilla luciferase sensor, 48 h; neutral wells = 0, positive control = 100 | 0.3% of 340,000 active | activation (reporter increase), % at 12.5 µM | AID 602342;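 active = mean replicate activation score at least 90 and every replicate individually at or above 90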;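 note: higher luciferase means less miR-122 activity so hits act as miR-122 inhibitors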
* hit, by the source's call; · = no result given; & = joins results of further samples; [ ] = dose if it differs, or a comment.

SMILES	Cneo AK release	FN deposit inh	Statin myotox sup	F508del corr	PglD DTNB	GSIS activator	PGC1a acetyl inh	miR-122 sensor
C(=C\c1ccc(C2[C@@H]3CN(Cc4ccc5c(c4)OCO5)C[C@H]2N3)cc1)/c1ccccc1 (stereo partly specified)	·	-6&-7	·	0.8&3.3	·	-6&5	-10&-37	·
COc1ccc(CNC(=O)CN2C(=O)COc3ccc(S(=O)(=O)N4CCC(C)CC4)cc32)cc1	0	-15	-3	0.6	-3	-11	-5	-3
CC(=O)Nc1ccc(NC(=O)CSc2nnc(-c3ccc(NS(C)(=O)=O)cc3)n2C)cc1C	-3	-16	·	-1.2	2	9	·	·
COc1c(C)cccc1C(=O)NC(=S)Nc1ccc2c(c1)Cc1ccccc1-2	-3	1	1	·	-20	·	10	14
CCOc1cc(CNc2ccc(OC)cc2)cc(Br)c1OCC(=O)NC(C)(C)C	-2	·	-6	·	0	-22	-19	-8
Cc1ccc(C(=O)Oc2cc(N)n(S(=O)(=O)c3ccc(C)cc3)n2)cc1	·	·	-11	1.1	·	24	3	4
Cc1[nH]c2ccccc2c1SCC(=O)N1CCCc2ccccc21	26	-8	-18	-0.5	5	·	·	·
CCOC(=O)C1CCCN(CCC(=O)Nc2cc(C)ccc2C)C1 (stereo unspecified)	-2	0	·	0.7	-21	10	-6	0
COC(=O)c1cc2ccsc2n1CC(=O)N1CCCc2ccccc21	0	·	20	2.5	-3	4	-17	0
COc1ccc(NC(=O)N(Cc2cccnc2)Cc2ccccc2Cl)c(OC)c1	-1	·	6	·	2	·	-1	6
CC(C)NC(=O)N(C)C[C@H]1Oc2ccc(NC(=O)Nc3ccccc3)cc2CC(=O)N([C@@H](C)CO)C[C@H]1C	-6	·	3	1.9	-4	16	1	-4[16.7 µM]
CCN1C(=O)[C@H]2[C@H]3CN=C(SCc4ccc(C)cc4)N3[C@@](CC)(C(=O)OC)[C@H]2C1=O	2	4	4	-1.7	-3	-2	18	-2
O=C(CN1C(=O)/C(=C/c2cccc(Cl)c2)SC1=S)NC1C=CS(=O)(=O)C1 (stereo unspecified)	1	-6	7	-1.8	5	6	-2	-3
CO[C@H]1CN(C)C(=O)c2cc(NS(C)(=O)=O)ccc2OC[C@@H](C)N(Cc2cccnc2)C[C@@H]1C	·	-2	4	0.4	·	-5	11	-1[16.7 µM]
CCn1ncc(Br)c1C(=O)Nc1cccc(C(C)=O)c1	6	-8	4	-3.3	3	12	11	-1
COc1ccc(NS(=O)(=O)c2cccc(C(=O)NCc3ccccc3CN3CCOCC3)c2)cc1	0	0	3	0.2	2	-5	-12	16
O=C(C1CCCC1)N1[C@H](CO)[C@@H]2c3ccccc3NC[C@@H]21	·	-5	·	1.1	·	-1	-4	·
COc1ccc(C(C)(C)C)cc1NC(=O)CCN1C(=O)C2CCCCC2C1=O (stereo unspecified)	-3	6	-3	0.4	0	-10	-5	·
Nc1nc2nccc(-c3ccccn3)n2n1	·	3	-1	0.8	·	-14	16	2
CC(C)CC#Cc1ccc2c(c1)O[C@H](CN(C)Cc1ccccc1)[C@H](C)CN([C@H](C)CO)S2(=O)=O	·	4	·	-2.3	·	-13	-2	27[16.7 µM]
Cc1ccc(C(C)C)c(OCC(O)CN2CC(C)OC(C)C2)c1 (stereo unspecified)	1	-3	-13	·	2	·	1	0
CSc1nc(C)cc(OCCNS(=O)(=O)c2cc(C)ccc2C)n1	1	8	·	·	-1	·	4	75
COc1cc2c(cc1OC)CN(C(=O)CCNS(=O)(=O)c1ccccc1F)CC2	2	1	11	-2.7	-1	7	0	-3
O=C(Nc1ccc(Cl)c(Cl)c1)OCCNC(=O)c1ccncc1	3	-2	-11	-0.1	8	1	10	13
O=C(NCCCn1ccnc1)c1cc(C(=O)C2CC2)c[nH]1	0	-10	-1	·	2	·	-13	8
O=C(C[C@@H]1C=C[C@H](NC(=O)Nc2ccccc2)[C@@H](CO)O1)NCc1ccccn1	-2	·	1	-0.5	5	20	9	7[16.7 µM]
COC(=O)c1ccc2nc(-c3ccc(OC)c(OC)c3)c(Cc3ccc(OC)cc3C)n2c1	0	-3	-6	-0.5	7	-4	-3	-2
Cc1cccc(C(=O)NCCC(=O)N2CCc3ccccc3C2)c1	1	-3	-2	-3.4	-8	-3	·	·
O=C(c1cccs1)N1CCN(c2ccc(F)cc2)CC1	14	·	-9	·	-6	·	-6	-8
CC(CN1CCOCC1)OC(=O)c1ccc(C(C)(C)C)cc1 (stereo unspecified)	3	9	4	-1.4	4	-2	2	-1
Cc1ccc(NS(=O)(=O)c2cc(C(=O)Nc3cccnc3)ccc2C)cc1	0	-2	·	-1.4	-3	-27	·	83
S=C(Nc1ccc(Br)cc1)Nc1ccc2c(c1)OCCO2	3	18	-5	0.4	-12	-4	·	·
CN(CC(=O)N(C)CC(=O)Nc1c(Cl)cccc1Cl)Cc1ccc(Br)s1	1	-5	-2	-1.5	-1	-7	3	-14
COc1ccc(N2C(=O)NC(NS(=O)(=O)c3ccc(NC(C)=O)cc3)(C(F)(F)F)C2=O)cc1 (stereo unspecified)	0	3	-3	-2.2	1	·	·	·
COc1ccccc1-c1ccc2n(c1=O)C[C@@H]1[C@@H](CO)[C@H](C(=O)NCc3ccccc3F)N[C@H]21	2	·	9	2.8	1	4	·	-4[16.7 µM]
C[C@H]1CN([C@@H](C)CO)C(=O)c2cc(NC(=O)Nc3ccc(C(F)(F)F)cc3)ccc2O[C@H]1CN(C)Cc1ccc(C(=O)O)cc1	-2	-10	12	-0.5	-1	17	13	-4[16.7 µM]
O=C(Nc1nc(-c2ccccn2)cs1)c1ccc(Cl)s1	4	-2	18	4.7	3	-12	-3	13
O=C(Nc1nccs1)C1CC(=O)N(Cc2ccco2)C1 (stereo unspecified)	·	-1	·	-2.4	·	7	-2	·
Cc1ccccc1NC(=O)COC(=O)c1c(C)nn(-c2ccccc2)c1C	1	2	6	-2.4	-1	6	·	1
CC(=O)NC1C(=O)Nc2c(C)cc(C)cc21 (stereo unspecified)	-1	·	2	·	-35	0	-3	-3
CSc1nc(-c2ccc(C)cc2)nc(N)c1C#N	-2	-4	-2	-5.0	0	13	·	5
O=C(C[C@H]1C=C[C@H](NC(=O)Nc2ccccc2F)[C@H](CO)O1)NCc1ccc(F)cc1	56	·	-2	5.8	-3	27	5	·
CCCN(C[C@H]1[C@@H](c2ccccc2)[C@H](CO)N1C(C)=O)C(=O)NC(C)C	-8	-10	4	-1.0	-1	-8	10	0[16.7 µM]
O=CNCCCc1nc2ccccc2n1Cc1cccc2ccccc12	5	·	46	·	6	·	6	5
O=C(C[C@H]1CC[C@H](NC(=O)c2ccncc2)[C@@H](CO)O1)NCC1CCCCC1	1	6	7	-0.6	3	9	-5	24[16.7 µM]

One compound at a time, as listed above:
`Cc1ccccc1NC(=O)COC(=O)c1c(C)nn(-c2ccccc2)c1C` across the screens: Cneo AK release = 1; FN deposit inh = 2; Statin myotox sup = 6; F508del corr = -2.4; PglD DTNB = -1; GSIS activator = 6; PGC1a acetyl inh = ·; miR-122 sensor = 1
`C[C@H]1CN([C@@H](C)CO)C(=O)c2cc(NC(=O)Nc3ccc(C(F)(F)F)cc3)ccc2O[C@H]1CN(C)Cc1ccc(C(=O)O)cc1` across the screens: Cneo AK release = -2; FN deposit inh = -10; Statin myotox sup = 12; F508del corr = -0.5; PglD DTNB = -1; GSIS activator = 17; PGC1a acetyl inh = 13; miR-122 sensor = -4[16.7 µM]

The list goes on:
SMILES	Cneo AK release	FN deposit inh	Statin myotox sup	F508del corr	PglD DTNB	GSIS activator	PGC1a acetyl inh	miR-122 sensor
O=C(/C=C/c1ccc(F)cc1)Nc1cc(S(=O)(=O)N2CCOCC2)ccc1N1CCOCC1	0	-5	-6	1.7	8	0	5	-1
O=C(NCCN1CCN(Cc2ccc([N+](=O)[O-])cc2)CC1)C(=O)Nc1ccccc1	-1	·	-1	-0.8	6	-3	-4	2
O=C(CN1C(=O)c2ccc([N+](=O)[O-])cc2C1=O)Nc1nccs1	·	0	·	-2.2	·	9	-5	·
CCOCCCn1c(=N)c(C(=O)NCCN2CCOCC2)cc2c(=O)n3cccc(C)c3nc21	3	·	-4	·	-12	·	·	-22
Cc1ccc(N2C(=O)CC(Sc3ncccc3C(=O)O)C2=O)cc1 (stereo unspecified)	·	-5	·	-0.4	·	-2	14	-2
COC1(OC)N=C(N)C2(C#N)C(c3ccc4c(c3)OCO4)C12C#N (stereo unspecified)	-1	·	14	·	4	·	-5	0
CC(C)NC(=O)c1ccc(COc2cc(Cl)ccc2Cl)o1	0	3	4	1.0	-5	-42	-13	·
CCOC(=O)COc1ccc(/C=C2/C(=O)NN(c3ccc(F)cc3)C2=O)cc1OC	0	6	-6	-0.2	-2	·	-12	9
O=C(C[C@H]1CC[C@@H](NC(=O)Cc2ccccn2)[C@@H](CO)O1)NCCc1ccncc1	-26	-1	-8	1.2	2	0	7	-3[16.7 µM]
CC[C@@H](C)[C@H](NC(=O)Cc1c(C)c2c(cc(C)c3c(C)c(C)oc32)oc1=O)C(=O)O	1	1	5	-2.4	-2	12	2	3
Nc1ncnc2c1ncn2[C@@H]1O[C@H](C(=O)NCCCN2CCCC2=O)[C@@H](O)[C@H]1O	-1	0	6	4.4	-2	·	8	-5
Cc1cccc(CN(C)C[C@H]2OCc3cnnn3CCCC(=O)N([C@@H](C)CO)C[C@@H]2C)c1	-2	-8&4	-1&15	0.1&-0.8	0	10&1	-4&-6	-1
COc1ccc(/C=N/NC(=S)Nc2ccccc2[N+](=O)[O-])cc1O	-11	9	·	8.8*	1	2	·	8
O=C(CN1CCc2ccccc2C1)Nc1cccc(S(=O)(=O)N2CCOCC2)c1	-3	11	6	0.1	0	-4	-14	2
Nc1ccc(C(=O)C(=O)c2ccccc2)cc1	-10	-4	·	-1.3	3	15	1	-5
CC(C)N(C(=O)N1CCC(c2nc(-c3ccncc3)no2)CC1)C(C)C	2	1	9	·	1	·	5	-5
OC(COc1ccc(-c2ccccc2)cc1)CN1CCCCC1 (stereo unspecified)	-1	2	4	2.4	1	11	-10	2
CO[C@H]1CN(C)C(=O)c2cc(NC(=O)c3ccc(F)cc3)ccc2OC[C@@H](C)N(C(C)=O)C[C@H]1C	-1	-45	7	-1.7	-3	-5	9	3[16.7 µM]
CCCCC(=O)N(c1ccc(C)c(C)c1)C1C=CS(=O)(=O)C1 (stereo unspecified)	0	1	-7	·	1	16	9	-4
Oc1ccc(-c2nccs2)cc1	0	·	2	1.1	1	·	2	-5
CCn1cc(CN2CCC(C(=O)Nc3ccc(Oc4cccnc4)cc3)CC2)c(C)n1	-1	·	-6	2.3	1	-13	·	1
COc1ccc(C)cc1NC(=O)C(=O)NNC(=O)COc1ccc(Cl)cc1	-1	-7	11	0.6	3	-2	18	1
C#CCOCCOCCOCCNc1nc(N2CCN(C(=O)[C@H](CCCCN)n3cc(CCC(=O)O)nn3)CC2)nc(N2CCN(C(=O)[C@H](Cc3ccc(O)cc3)n3cc(CCO)nn3)CC2)n1	2	2	-13	2.1	-5	10	·	·
Cn1c(N)c(C(=O)COC(=O)CNC(=O)c2ccccc2Cl)c(=O)n(C)c1=O	0	-2	-18	-1.1	-4	·	-6	-7

From PubChem

No enrichment for hits, and some 2.1% of all compounds hit somewhere here.
